S1P3 ag = S1P3 (human) receptor agonism; Q99500; activation, % at 4.5 µM; 0.1% of 60,000 active; S1P3 NFAT-BLA reporter cells, FRET ratio; relative to 1 µM S1P, basal subtracted;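 active means activation above the screen-wide mean plus 3 SD, cut at about 4.5% in these data, passing the limit was not always enough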; further: some compounds called inactive have numbers as strong as hits
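material = human S1P3 NFAT-BLA reporter CHO cells | schedule = 4 h compound at 37 °C, 2 h substrate at RT | measured by = fluorescent BLA substrate, ex 405 nm, em 460/535 nm ratio | controls = 1 µM S1P reference | replication = primary once, confirmation triplicate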
HTR1E agonist = agonists of human 5-HT1E serotonin receptor; CHO 5-HT1E Ga15 NFAT-bla reporter, FRET; 0% DMSO wells, 100% control agonist wells; activation, % at 6 µM; 0.69% of 65,000 active; AID 574;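 active means activation above a set limit, the screen-wide mean activation plus 3 SD, cut at about 8.5% in these data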;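 further: 100% = positive control agonist at 1 µM giving full maximal response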
M1 ag = activates the M1 muscarinic receptor | CHO-M1 cells, Fluo-4 calcium fluorescence, agonist mode; hits give high values | B-score at 10 µM | 3% of 64,000 active;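 active means fluorescence rise, raw or as B-score row- and column-corrected plate score, outside the 99.7% band of its plate's samples, either direction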
M1 antagonist = M1 muscarinic receptor (rat) antagonism; P08482; CHO-M1 cells, Fluo-4 calcium, ACh EC80 antagonist mode; hits give low values; B-score at 10 µM; 3.4% of 64,000 active;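 active means calcium fluorescence response, raw or row-and-column corrected B-score, differing from the plate sample mean either way at a set confidence level, mostly lower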
Target sequence (P08482 whole entry, looked up): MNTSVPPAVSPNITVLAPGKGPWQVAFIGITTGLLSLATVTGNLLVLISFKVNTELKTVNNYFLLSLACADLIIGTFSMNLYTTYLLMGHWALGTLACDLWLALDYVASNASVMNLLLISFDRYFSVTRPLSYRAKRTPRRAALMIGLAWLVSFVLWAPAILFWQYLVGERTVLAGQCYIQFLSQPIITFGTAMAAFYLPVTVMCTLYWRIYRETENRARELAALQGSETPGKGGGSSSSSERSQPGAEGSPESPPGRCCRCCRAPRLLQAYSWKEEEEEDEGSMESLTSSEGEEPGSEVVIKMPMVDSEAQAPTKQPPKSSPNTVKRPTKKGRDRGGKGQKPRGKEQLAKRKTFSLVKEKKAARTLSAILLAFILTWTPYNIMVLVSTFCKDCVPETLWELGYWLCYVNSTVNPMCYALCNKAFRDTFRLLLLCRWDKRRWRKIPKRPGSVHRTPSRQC
S1P1 ag-PAM = S1P1 (human) agonism or agonism potentiation | P21453 | S1P1 CRE-bla cells, forskolin, beta-lactamase FRET, potentiator mode; S1P1 agonist co-added at EC20, 2 nM; 100% = saturating reference agonist, 0% = basal | activation, % at 9.5 µM | 0.57% of 56,000 active | AID 449;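 active means activation above a cutoff set at the mean activation of all tested compounds plus 3 SD, cut at about 54% in these data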;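 further: forskolin at 4 µM as EC80 and the EC20 agonist is SEW2871; 100% = SEW2871 at its EC100 plus forskolin at EC80; some compounds past the cut are filed as inactive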
Target sequence (P21453 whole entry, looked up): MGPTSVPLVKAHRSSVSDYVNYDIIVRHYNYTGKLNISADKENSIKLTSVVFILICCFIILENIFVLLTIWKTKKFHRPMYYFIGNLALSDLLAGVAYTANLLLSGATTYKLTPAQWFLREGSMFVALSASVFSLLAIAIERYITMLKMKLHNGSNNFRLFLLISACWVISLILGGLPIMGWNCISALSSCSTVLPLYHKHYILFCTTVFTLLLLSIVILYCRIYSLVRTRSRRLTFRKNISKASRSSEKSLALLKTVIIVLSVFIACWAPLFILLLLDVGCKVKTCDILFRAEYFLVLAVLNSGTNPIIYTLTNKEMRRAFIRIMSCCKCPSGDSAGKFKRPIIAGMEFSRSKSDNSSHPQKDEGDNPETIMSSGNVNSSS
HEK293 NFkB inh = inhibitors of the PMA/ionomycin-induced NF-kB reporter in HEK293 cells; HEK-293 NF-kB luciferase reporter, luminescence; inhibition, % at 3 µM; 0.21% of 62,000 active;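 active means inhibition above the mean of all tested compounds plus 3 SD, cut at about 40% in these data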;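 further: 0% = stimulated DMSO wells and 100% = 10 µM reference inhibitor 5653914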
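Reagent: PMA plus ionomycin mix as NF-kB-activating stimulus. Assay system: NF-kB luciferase reporter HEK-293 cells. Technique: luminescence from luciferase substrate reagent. Incubation: 1 h compound pre-incubation, 16 h PMA/ionomycin at 37 °C. Benchmarks: DMSO only as uninhibited control, 10 µM reference inhibitor as full inhibition. Repeats: tested once.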
5HT1E antag = antagonists of human 5-HT1E serotonin receptor | P28566 | CHO 5-HT1E Ga15 NFAT-bla reporter, FRET, antagonist | inhibition, % at 6 µM | 0.99% of 65,000 active | AID 571;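 active means inhibition above a set limit, the mean inhibition across every tested compound plus 3 SD, cut at about 29% in these data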;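 further: signal is the 460 over 535 nm emission ratio of beta-lactamase substrate; 0% = agonist plus DMSO wells and 100% = wells without agonist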
Jurkat tox 60K = reduces viability or proliferation of Jurkat cells | Jurkat E6.1 viability, ATP luminescence, 48 h | inhibition, % at 4 µM | 1.2% of 56,000 active;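 active means inhibition above the mean inhibition of all tested compounds plus 3 SD, cut at about 28% in these data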
Her2 expr inh = inhibitors of human Her2 kinase expression. SKBR-3 HER2 protein level, AlphaScreen, 18-24 h; hits give low values. HER2 level % of control, % at 10 µM. 0.69% of 65,000 active;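 active means HER2 level under 5% of the carrier-only control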;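 further: 100% = DMSO carrier and 0% = 500 nM PU-H71 HSP90 inhibitor; lower value means stronger loss of Her2 protein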
Active calls of the source: *; x = no result given. The order is random; 9.2% or so of the library scored in one or more.

1: O=C(CCOc1ccccc1)NCC(c1ccco1)N1CCCCC1 (centres undefined)
2: Cc1ccc(C2CC(=O)N3CN(c4ccc(Br)cc4)CSC3=C2C#N)o1 (centres undefined)
3: CCOCCCNC(=O)CSc1ccccc1
4: CSc1oc(-c2ccccc2)nc1C(N)=O
5: CSc1ccc(S(=O)(=O)Nc2c(C)cccc2C)cc1
6: CCOC(=O)c1oc2ccccc2c1NC(=O)C1CCCCC1
assay / entry,1,2,3,4,5,6
S1P3 ag,-1.0,0.0,-1.1,0.1,-1.4,-0.1
HTR1E agonist,0.2,-0.1,-0.7,0.8,-0.9,0.3
M1 ag,0.14,-0.022,-0.25,-0.25,0.034,0.35
M1 antagonist,0.21,-0.22,0.19,0.032,-0.19,0.00096
S1P1 ag-PAM,0,-2,-4,-8,9,-19
HEK293 NFkB inh,17,-1,4,14,-9,22
5HT1E antag,9,13,2,-8,10,6
Jurkat tox 60K,3,-7,4,-4,8,4
Her2 expr inh,108,-19*,80,91,40,61

7: CCOc1ccc(C)cc1S(=O)(=O)Nc1cccnc1
8: CCN(CC)c1nc(Nc2ccccc2)nc(Oc2ccc(=O)n(C)n2)n1
9: Cc1ccccc1CS(=O)(=O)CCC(=O)NCc1ccccn1
10: CCCn1nnnc1SCC(=O)NCc1cccs1
11: Cc1ccc(-c2nc(CSCC(=O)N3CCN(c4ccccn4)CC3)c(C)o2)cc1
12: O=S(=O)(Nc1ccccn1)c1ccc(Cl)cc1
assay / entry,7,8,9,10,11,12
S1P3 ag,-1.1,x,-0.4,0.3,-1.3,-1.1
HTR1E agonist,1.0,-0.5,-1.2,-0.3,0.7,0.3
M1 ag,-0.2,-0.74,1.2,1.8,5.6*,0.14
M1 antagonist,-0.088,-1.1,0.55,-0.26,-2.3*,1.3
S1P1 ag-PAM,x,x,8,-1,110,-7
HEK293 NFkB inh,-6,28,6,19,13,19
5HT1E antag,-16,14,0,-6,2,-2
Jurkat tox 60K,0,x,5,-3,29,-1
Her2 expr inh,102,106,82,97,84,96

4 entries from above, ordered by the number in 5HT1E antag, highest first:
No.	structure	S1P3 ag	HTR1E agonist	M1 ag	M1 antagonist	S1P1 ag-PAM	HEK293 NFkB inh	5HT1E antag	Her2 expr inh
8	CCN(CC)c1nc(Nc2ccccc2)nc(Oc2ccc(=O)n(C)n2)n1	x	-0.5	-0.74	-1.1	x	28	14	106
12	O=S(=O)(Nc1ccccn1)c1ccc(Cl)cc1	-1.1	0.3	0.14	1.3	-7	19	-2	96
10	CCCn1nnnc1SCC(=O)NCc1cccs1	0.3	-0.3	1.8	-0.26	-1	19	-6	97
7	CCOc1ccc(C)cc1S(=O)(=O)Nc1cccnc1	-1.1	1.0	-0.2	-0.088	x	-6	-16	102

(cont.)
13: CC(C)C[C@H](NC(=O)NC(C)C)C(=O)O
14: Cc1ccc(C)c(NS(=O)(=O)c2c(C)nn(C)c2C)c1
15: O=C(CS(=O)(=O)c1cn(Cc2ccc(Cl)cc2)c2ccccc12)N1CCOCC1
16: O=C(Nc1ccc2c(c1)OCO2)C1CCCN1C(=O)Nc1ccccc1F (centres undefined)
17: O=C(O)c1ccc(F)c(S(=O)(=O)Nc2ccccc2Cl)c1
18: O=C1CCCN1CCCn1cnc2c([nH]c3ccc(F)cc32)c1=O
assay / entry,13,14,15,16,17,18
S1P3 ag,-0.5,-1.0,-0.4,x,0.3,-0.5
HTR1E agonist,-1.5,-1.0,0.5,0.0,-0.5,-0.3
M1 ag,-0.0068,0.44,-2.5,-0.33,-0.74,-0.33
M1 antagonist,0.24,0.31,0.27,-0.2,-0.2,1.3
S1P1 ag-PAM,7,10,-18,x,-4,-20
HEK293 NFkB inh,8,32,9,2,10,7
5HT1E antag,15,19,0,5,-7,10
Jurkat tox 60K,11,2,6,x,3,-4
Her2 expr inh,97,107,x,91,106,79

19: CCNC(=O)N1c2ccc(OC)cc2C(C)=CC1(C)C
20: O=C(c1csc(Nc2ccccc2Cl)n1)N1CCCC1
21: N#Cc1nc(Cc2cccc3ccccc23)oc1N1CCC(C(N)=O)CC1
22: CCOC(=O)C1C(=O)C=C(c2cccc(NS(C)(=O)=O)c2)CC1c1ccco1 (centres undefined)
23: c1ccc(Nc2nc(N3CCOCC3)nc(N3CCOCC3)n2)cc1
24: COc1ccccc1NC(=O)c1cccc(NC(=O)c2ccco2)c1
assay / entry,19,20,21,22,23,24
S1P3 ag,1.5,0.7,0.1,x,-1.0,-1.1
HTR1E agonist,0.6,1.0,1.3,-0.6,0.4,0.7
M1 ag,-0.012,1.7,0.033,-1.2,0.23,3.2
M1 antagonist,0.64,2,-0.67,-0.9,-0.077,-0.42
S1P1 ag-PAM,-7,0,8,x,-13,1
HEK293 NFkB inh,5,6,4,10,10,15
5HT1E antag,-19,0,1,3,-6,2
Jurkat tox 60K,0,0,4,x,1,-2
Her2 expr inh,96,94,87,92,58,68

25: Cc1cccn2c(=O)c3cc(C#N)c(=NC(=O)c4ccncc4)n(Cc4ccco4)c3nc12
26: Cc1ccc(S(=O)(=O)N2CCC(C(=O)Nc3nnc(COc4ccccc4)s3)CC2)cc1
27: Cc1ccc(Cl)cc1N1CCN(C(=O)c2cn(C)c(=O)c3c2c2ccccc2n3C)CC1
28: Cc1ccc(Cl)cc1N1CCN(C(=O)C2CCCN(S(=O)(=O)c3cnc[nH]3)C2)CC1 (centres undefined)
29: O=C1OCCC1Sc1nc2ccccc2s1 (centres undefined)
30: Cc1ccc(Nc2cccccc2=O)cc1
assay / entry,25,26,27,28,29,30
S1P3 ag,0.0,-0.6,-0.3,-0.9,-0.6,-0.4
HTR1E agonist,0.7,0.7,0.3,1.0,0.4,-0.3
M1 ag,6.6*,-0.36,0.32,0.23,-0.11,1.1
M1 antagonist,0.011,1.3,-0.51,0.11,-0.095,0.015
S1P1 ag-PAM,-3,5,-30,10,24,-2
HEK293 NFkB inh,4,12,12,-6,11,3
5HT1E antag,-2,2,-10,-5,-9,1
Jurkat tox 60K,3,8,13,9,-6,2
Her2 expr inh,73,36,33,93,93,68

31: COc1cccc(C2=NO[C@@H]3C(=O)N(c4ccc5c(c4)OCCO5)C(=O)[C@H]23)c1OC
32: COC(=O)c1[nH]c2cccc(C)c2c1NC(=O)CN1CCCc2ccccc21
33: COC(=O)C1=C(C)N(C)C(=O)NC1c1ccccc1 (centres undefined)
34: COc1cc(CN2CCN(C(=O)CC(C)C)CC2)cc(OC)c1O
35: CCOc1cc(N2CCOCC2)c(OCC)cc1NC(=O)C(NC(=O)c1ccco1)C(C)C (centres undefined)
36: Cc1ccc(-c2nnn(CC(=O)N(Cc3cccs3)C(C(=O)NC3CCCC3)c3ccco3)n2)o1 (centres undefined)
assay / entry,31,32,33,34,35,36
S1P3 ag,-0.4,0.9,-1.0,-1.1,0.5,-0.8
HTR1E agonist,0.1,-0.4,-0.3,-1.2,0.9,0.6
M1 ag,0.2,-0.59,0.24,0.21,-0.024,0.0082
M1 antagonist,-0.14,-0.77,1.1,-0.093,0.13,-0.85
S1P1 ag-PAM,-22,-2,-11,-10,-1,25
HEK293 NFkB inh,7,-1,13,7,6,6
5HT1E antag,2,12,3,9,2,17
Jurkat tox 60K,-3,4,3,7,-9,1
Her2 expr inh,85,66,109,91,110,107

37: COc1cccc2c1OC1(C)CC2NC(=O)N1c1cccc(C(=O)Nc2ccc3c(c2)OCCO3)c1 (centres undefined)
38: COc1ccc(C2=Nn3c(nnc3-c3ccccn3)SC2)cc1
39: CCCCNC(=O)Nc1c(C(=O)OCC)[nH]c2ccccc12
40: C=CCOC(=O)C1=C(C)NC(=O)NC1c1cn(-c2ccccc2)nc1-c1cccs1 (centres undefined)
41: Cc1ccc(S(=O)(=O)N2C(=O)CCC2C(=O)N2CCN(C)CC2)cc1 (centres undefined)
42: COc1cc(C(=O)OCC(=O)N2CCCC2)cc(OC)c1OC
assay / entry,37,38,39,40,41,42
S1P3 ag,x,-2.1,-1.0,0.5,0.8,-1.0
HTR1E agonist,-0.3,0.4,0.3,0.7,0.1,0.8
M1 ag,7.8*,0.63,0.58,-0.22,0.52,0.78
M1 antagonist,0.45,-0.17,0.35,-1.5,-0.0079,-0.24
S1P1 ag-PAM,x,-6,-3,-23,-10,-11
HEK293 NFkB inh,5,x,11,-5,14,5
5HT1E antag,4,-15,4,3,-2,-1
Jurkat tox 60K,x,x,-5,-1,-1,2
Her2 expr inh,106,67,95,110,99,80

Molecules shown so far containing a cyano group (3):
2: Cc1ccc(C2CC(=O)N3CN(c4ccc(Br)cc4)CSC3=C2C#N)o1 (centres undefined)
21: N#Cc1nc(Cc2cccc3ccccc23)oc1N1CCC(C(N)=O)CC1
25: Cc1cccn2c(=O)c3cc(C#N)c(=NC(=O)c4ccncc4)n(Cc4ccco4)c3nc12
assay / entry,2,21,25
S1P3 ag,0.0,0.1,0.0
HTR1E agonist,-0.1,1.3,0.7
M1 ag,-0.022,0.033,6.6*
M1 antagonist,-0.22,-0.67,0.011
S1P1 ag-PAM,-2,8,-3
HEK293 NFkB inh,-1,4,4
5HT1E antag,13,1,-2
Jurkat tox 60K,-7,4,3
Her2 expr inh,-19*,87,73

(listing goes on)
43: Cc1cccc(N(C(=O)CNC(=O)c2ccco2)C(C(=O)NC2CCCC2)c2cccnc2)c1 (centres undefined)
44: COc1ccc(C(=O)Nc2ncc3c(n2)CC(c2ccco2)CC3=O)cc1 (centres undefined)
45: CC(=O)c1cc2c(cc1NC(=O)CSc1nnc(C)s1)OCO2
46: COc1ccc(CCNc2oc(COc3ccccc3)nc2C#N)cc1
47: CC1(C)NC(=O)N(CC(O)CN2CCCC2)C1=O (centres undefined)
assay / entry,43,44,45,46,47
S1P3 ag,-0.7,-0.1,-0.4,0.4,-0.7
HTR1E agonist,0.8,-0.8,0.1,0.1,-1.6
M1 ag,-0.57,0.75,0.47,0.072,0.33
M1 antagonist,0.17,0.084,0.8,-0.0029,0.59
S1P1 ag-PAM,-8,19,-7,4,x
HEK293 NFkB inh,12,3,17,x,8
5HT1E antag,3,-12,-9,5,5
Jurkat tox 60K,0,-2,6,x,4
Her2 expr inh,133,56,86,78,88
